# Screens (PubChem)
# Sm TGR inh – qHTS Assay for the Inhibitors of Schistosoma Mansoni Peroxiredoxins | Schistosoma mansoni thioredoxin glutathione reductase (TGR), Q962Y6 | purified TGR, DTNB reduction, TNB absorbance 405 nm | Potency, µM (doses to about 114 µM), for the others: at the top dose activity change, negative = inhibition, hits mostly inhibitors | actives 3% (n = 360,000); further: potency means the concentration at half of the fitted maximal effect; on the % scale 0 is the no-effect control and ±100 the full control effect; nearly all actives have a fitted effect of over 60% in size
#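 Kinetic colorimetric format: TGR-catalysed, NADPH-driven DTNB reduction monitored via TNB absorbance. Enzyme dispensed at 20 nM; compound exposure 15 min at room temperature before reaction start.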
# Pf growth 48h – Primary qHTS for delayed death inhibitors of the malarial parasite plastid, 48 hour incubation | P. falciparum luciferase growth in erythrocytes, 48 h | Potency, µM (top dose mostly 28.7 µM), for inactives: at the top dose activity change, negative = inhibition, hits mostly inhibitors | actives 5.9% (n = 310,000); further: potency means the concentration at half of the fitted maximal effect; on the % scale 0 is the no-effect control and ±100 the full control effect
#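 Erythrocytes infected with P. falciparum carrying an integrated firefly luciferase reporter (2% hematocrit, 0.1% parasitemia final) were exposed to compounds in RPMI 1640 with 0.5% Albumax at 37 C, 5% CO2. Growth inhibition was scored as reduced luminescence.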
# Pf growth 96h – Primary qHTS for delayed death inhibitors of the malarial parasite plastid, 96 hour incubation. P. falciparum luciferase reporter growth, 96 h. Potency, µM (top dose mostly 28.7 µM), inactives show top-dose activity change, negative = inhibition, usual class: inhibitors. actives 6.9% (n = 320,000); further: potency means the concentration at half of the fitted maximal effect; on the % scale 0 is the no-effect control and ±100 the full control effect
#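 Erythrocytes infected with luciferase-expressing P. falciparum were dispensed at 2% hematocrit and 0.05% parasitemia (final), then incubated with compounds 96 hours at 37 C in 5% CO2. Luminescence after detection reagent addition reported growth.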
# Giardia FBPA inh – qHTS Assay for Inhibitors of Fructose-1,6-bisphosphate Aldolase from Giardia Lamblia; A8B2U2; purified Giardia FBPA; actives 0.71% (n = 290,000); Potency, µM (series often up to 59.6 µM), for inactives: top-dose activity, negative = inhibition, most hits filed as inhibitors; further: potency means the concentration at half of the fitted maximal effect; on the % scale 0 is the no-effect control and ±100 the full control effect; nearly all actives have a fitted effect of over 55% in size
# Target sequence (A8B2U2 whole entry, looked up): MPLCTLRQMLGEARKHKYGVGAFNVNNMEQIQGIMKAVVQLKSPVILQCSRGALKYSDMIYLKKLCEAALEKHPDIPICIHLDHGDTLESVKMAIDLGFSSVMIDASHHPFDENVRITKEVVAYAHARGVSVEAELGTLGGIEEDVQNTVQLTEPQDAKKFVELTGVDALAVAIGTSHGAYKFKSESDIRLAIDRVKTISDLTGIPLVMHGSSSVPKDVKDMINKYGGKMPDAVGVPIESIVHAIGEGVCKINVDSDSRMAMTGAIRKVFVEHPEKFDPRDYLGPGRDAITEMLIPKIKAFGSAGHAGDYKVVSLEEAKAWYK
#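 40 nM FBPA preincubated 10 min at RT with compound (up to 57.5 uM final), then substrate plus GAPDH/TPI/NAD/arsenate coupling and diaphorase/resazurin added. Fluorescence read after 20 min at RT, 525/598 nm.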
# Shiga toxin inh – A qHTS for Small Molecule Inhibitors of Shiga Toxin | Vero cells, Shiga toxin protein synthesis inhibition reporter | inhibition, % at 38.7 µM | actives 9.2% (n = 290,000) | AID 2315, 2010; in the data active means inhibition mostly above about 28%, no sharp cut-off; inactive means mostly below about 43%; further: 0% is about no effect
# Cycloheximide cs – Cycloheximide Counterscreen for Small Molecule Inhibitors of Shiga Toxin. cell reporter, cycloheximide protein synthesis inhibition counterscreen. max response, %. actives 12% (n = 300,000). AID 2314, 2010; in the data active means max response mostly above about 13%, no sharp cut-off; inactive means mostly below about 14%; further: read at 38.3 µM for the half of the compounds with a filed dose; 0% is about no effect
# * marks the source's active call; other numbers are inactive results; ? = inconclusive; nt = not tested or not shown; & = joins results of further samples; [ ] = remark or other dose. Unless noted, the call rests on the fitted dose curve; in most records, active means well fitted curve in the direction sought with a large enough effect; inconclusive means small, poorly fitted or top-dose-only effect, or another doubt; inactive means no such curve, though single readings can be large; an effect the other way counts as inactive or inconclusive. This is a random part of the collection; about 24% have a hit in one of these screens.
SMILES,Sm TGR inh,Pf growth 48h,Pf growth 96h,Giardia FBPA inh,Shiga toxin inh,Cycloheximide cs
CCN1CCN(C(CNS(=O)(=O)c2ccc(OC)c(C)c2)c2cccnc2)CC1 (stereo not drawn),-1.9%,-5.0%,14.7µM*,nt,-14.6,7.8
O=C([C@H](O)c1ccccc1)N1CCC[C@H]1CO,1.7%,6.0%,-7.5%,6.6%,-5.5,-1.8
CCC(=O)Nc1cccc(-c2cnc3ccccc3n2)c1,1.2%,nt,?,-0.9%,35.7*,47.1*
O=C(CCNS(=O)(=O)c1cccc2nsnc12)NCCC1=CCCCC1,-29.9%,-9.7%,1.7%,-6.5%,-15.8,-2.3
CCOC(=O)/C(C#N)=C/c1c(N2CCN(Cc3ccc4c(c3)OCO4)CC2)nc2c(C)cccn2c1=O,0.6%,3.7µM*,?,-7.6%,-6.9,-3.5
COc1ccccc1C(=O)N1C(CC(=O)Nc2ccc(C)c(C)c2)C(=O)NC2CCCCC21 (stereo not drawn),-9.2%,-6.8%,?,nt,-6.7,-9.7
CC(=O)Nc1nnc(SCC(=O)N2CCN(Cc3ccccc3)CC2)s1,-4.8%,-0.7%,?,0.4%,11.9,-2.5
Cc1occc1C(=O)Nc1cc(S(=O)(=O)N2CCOCC2)ccc1OC(C)C,-1.4%,?,?,nt,nt,nt
N#Cc1ccc(OCC(=O)Nc2nc(-c3ccncc3)cs2)cc1,-7.3%,?,?,nt,nt,nt
Cc1ccc(C(=O)N/N=C/c2ccc(-c3ccccc3[N+](=O)[O-])o2)cn1,?,-20.0%,-11.8%,?,20.4,18.8*
Cc1c(Cl)cnc(NC(=O)COC(=O)C2CC3CCCC(C2)C3=O)c1Cl (stereo not drawn),2.6%,?,?,nt,nt,nt
COc1ccc(S(=O)(=O)Nc2cc(Cl)ccc2-n2cncn2)cc1,2.5%,-16.1%,14.6%,nt,nt,nt
CC(C)CC1C2C(=O)N(c3ccccc3)C(=O)C2ON1c1ccccc1 (stereo not drawn),5.7%,-3.9%,7.4%,0.7%,9.1,-0.8
CC(C)(C)c1ccc(S(=O)(=O)NCC(=O)Nc2sc3c(c2C(N)=O)CCCC3)cc1,-12.0%,2.4%,nt,-2.2%,-7.6,-3.4
COc1ccc(C(=S)N2CCN(C)CC2)cc1Br,-9.5%,8.0%,8.4%,13.0%,-9.0,-1.6

# Continued (5 carried over from the part before).
SMILES,Sm TGR inh,Pf growth 48h,Pf growth 96h,Giardia FBPA inh,Shiga toxin inh,Cycloheximide cs
Cc1c(Cl)cnc(NC(=O)COC(=O)C2CC3CCCC(C2)C3=O)c1Cl (stereo not drawn),2.6%,?,?,nt,nt,nt
COc1ccc(S(=O)(=O)Nc2cc(Cl)ccc2-n2cncn2)cc1,2.5%,-16.1%,14.6%,nt,nt,nt
CC(C)CC1C2C(=O)N(c3ccccc3)C(=O)C2ON1c1ccccc1 (stereo not drawn),5.7%,-3.9%,7.4%,0.7%,9.1,-0.8
CC(C)(C)c1ccc(S(=O)(=O)NCC(=O)Nc2sc3c(c2C(N)=O)CCCC3)cc1,-12.0%,2.4%,nt,-2.2%,-7.6,-3.4
COc1ccc(C(=S)N2CCN(C)CC2)cc1Br,-9.5%,8.0%,8.4%,13.0%,-9.0,-1.6
COc1ccc(CCNC(=O)CSc2nnnn2-c2ccccc2OC)cc1OC,-6.0%,-23.9%,?,9.3%,11.6,2.8
Cc1ccnc(NC(=O)CSc2ccc3c(c2)OCCO3)c1,-12.4%,87.1%[activator],109.8%[activator],nt,nt,nt
Cc1ccccc1C(=O)Oc1ccc(Cl)cc1C(=S)N1CCOCC1,0.5%,?,-26.5%,nt,-19.5,-5.6
O=c1c2ccc([N+](=O)[O-])c3cccc(c32)c2nc3ccccc3n12,4.7%,1.7%,17.2%,nt,13.3,-1.3
Cc1cnn(CCC(=O)NNC(=S)Nc2ccccc2)c1,14.2%,7.0%,64.6%[activator],6.0%,3.3,-2.4
COc1ccc(C(=O)N2CCOC2CNC(=O)C(=O)NCCc2ccc(OC)c(OC)c2)cc1 (stereo not drawn),-12.3%,?,-20.6%,0.3%,-3.3,-2.7
CN(C)C(=O)c1cc(C(=O)c2ccc(F)cc2Cl)c[nH]1,2.1%,nt,51.1%[activator],10.9%,73.4*,49.7*
Fc1ccccc1NC(=S)Nc1ccc(Br)cc1,50.1µM*,31.2%[activator],66.8%[activator],0.7%,18.4*,17.2*
COc1ccccc1C(CC(=O)O)c1ccc2c(c1)OCO2 (stereo not drawn),95.9%[activator],-14.1%,?,18.7%,-1.8,-4.3
CSC1=NCCN1C(=O)C(C)Oc1ccccc1 (stereo not drawn),-0.6%,-4.7%,?,5.3%,23.8,-1.7
Cn1c(CNC(=O)OC(C)(C)C)nnc1SCc1c(Cl)cccc1Cl,12.8%,?,-24.2%,0.5%,12.4,4.9
COC(=O)c1sccc1NC(=O)Nc1cccc(C(C)=O)c1,-2.8%,111.2%[activator],304.4%[activator],-14.4%,-6.7,2.1
Cc1ccc(C2=C/C(=C/c3cccnc3)C(=O)O2)c(C)c1,-17.1%,34.1%[activator],0.0%,?,8.3,11.0*
O=C(NCc1csc2ccc(Cl)cc12)Nc1cccc2ccccc12,4.0%,6.7%,34.0%[activator],1.8%,-6.6,6.8
CC(C)Cn1cnc2c1c(=O)n(CC(=O)NN)c(=O)n2Cc1ccccc1,1.5%,nt,?,-2.4%,-7.0,0.8
CCC(=O)N1CCc2cc(S(=O)(=O)CCC(=O)Nc3ccc(CC)cc3)ccc21,-0.8%,-8.2%,4.2%,4.3%,-6.6,-2.9
Cc1nc2scc(-c3ccc(Cl)cc3)c2c(=O)n1N,1.5%,?,-33.8%,2.9%,4.8,3.2
CC(C)(C)C1CCC(OCC(O)CN2CCN(c3ccccc3)CC2)CC1 (stereo not drawn),-22.9%,-14.8%,-3.0%,-2.6%,-9.2,-0.5
COc1ccc(CCCc2nnc(SCC(=O)N/N=C\c3ccc(O)c(OC)c3)o2)cc1C,7.3%,?,?,-1.2%,-1.9,-1.1
CCn1c(SCC(=O)Nc2ccc(OC)cc2OC)nc2nc3c(cc2c1=O)COC(C)(C)C3,0.3%,?,8.28µM*,0.2%,14.6,-2.6
CC1Cc2ccccc2N1C(=O)Cn1cnc2ccccc21 (stereo not drawn),8.6%,-21.7%[5.75 µM],-32.8%[5.75 µM],-2.4%,-2.4,-4.2
CCN(CC)CCNc1nc(-c2ccc(OC)cc2)c(-c2ccc(OC)cc2)s1,-16.3%,?,?,5.0%,4.9,-1.2
COc1ccc(OC)c(C(=O)/C=C/c2ccccc2C(F)(F)F)c1,18.6%,?,?,-2.6%,9.2,-1.5
Cc1cc(C)cc(C(=O)NC(=S)Nc2ccc3c(c2)OCCO3)c1,-27.9%,145.4%[activator],0.928µM*,-7.6%,73.7*,31.5*
C=CCn1c(SCc2nc3sc4c(c3c(=O)[nH]2)CCCC4)nc2ccccc2c1=O,-0.8%,-10.4%,-8.7%,0.7%,-1.2,-1.9
COc1ccccc1C/C(N)=N/OC(=O)COc1cccc2ccccc12,10.9%,4.4%,0.0%,-1.6%,5.8,11.1
O=C(CC(Cc1ccccc1)C(=O)O)NCCc1ccc2c(c1)OCO2 (stereo not drawn),-1.4%,9.0%,-5.1%,-5.8%,6.0,-1.4
CCN1CCN(C(=O)C2CCN(C(=O)Nc3ccccc3)CC2)CC1,-33.4%,-3.3%,-18.9%,nt,nt,nt
COc1nc(N(C)C)nc(N2CC(=O)N(CCNS(=O)(=O)c3ccc(C)cc3)C2=N)n1,-8.4%,?,2.33µM*,7.7%,-7.1,-3.2
O=C1CN(C(=O)NCC(=O)N2CCCC2)c2ccccc2N1,-1.8%,17.7%,-1.9%,nt,-2.9,-2.4
Cc1ccc(C)c(N(C)C(=O)c2cc3c(=O)[nH]c4ccc(C)cc4c3s2)c1,25.1%,10.4µM*,?,1.1%,-16.9,4.6
COc1cc(-c2noc(-c3cccs3)n2)cc(OC)c1OC,0.0%,?,?,-1.9%,-1.4,-1.3
O=C1CCCc2cc(S(=O)(=O)N3CCC(C(=O)NCc4ccccc4)CC3)ccc2N1,-1.3%,?,19.1%,-1.2%,-5.7,0.6
COc1ccc(/C=C/C(=O)Nc2ccc(S(=O)(=O)Nc3cc(C)nc(C)n3)cc2)cc1OC,-3.1%,5.2%,22.8%,-14.0%,-9.0,-3.2
CCC(CC)N1CCN(C(=O)c2cccc(Cl)c2)CC1,10.2%,16.0%,13.1µM*,?,-2.2,0.9
CN(C)C(=O)c1cc2cc([N+](=O)[O-])ccc2s1,-24.4%,25.1%,5.6%,1.6%,-7.0,-2.1
CCCCOc1ccc2ccccc2c1C=O,-0.7%,-1.5%,38.8%[activator],-0.4%,67.7,31.6*
CCNS(=O)(=O)c1ccc(CCC(=O)N2CCC(C)CC2)cc1,-2.6%,4.0%,74.8%[activator],11.4%,-1.9,-2.8
COc1cc(-c2nc3cnccn3c2Nc2ccc(C(C)C)cc2)ccc1O,-8.6%&9.4%,?,nt,-1.5%,73.1*,28.8*
COC(=O)c1c(-c2ccccc2)c[nH]c1C,?,69.0%[activator],91.7%[activator],-4.3%,81.9*,23.8*
CCN(CC)CCNC(=O)c1ccc(Sc2ccc(C)cc2)c(NC(C)=O)c1,-0.8%,-15.4%,?,0.4%,-16.6,7.0
O=C1CC(C(=O)NCc2ccccc2)N=C(N2CCCCC2)N1 (stereo not drawn),-13.8%,12.7%,38.0%[activator],-2.2%,-5.9,-2.8
CC(C)(C)OC(=O)NCCC(=O)N/N=C/c1ccc2nccnc2c1,-10.1%,-17.8%,25.7%,0.7%,-6.0,-2.7
CCCOC(=O)c1ccc(NC(=O)C(=O)NCC2CCCO2)cc1 (stereo not drawn),-8.9%,22.2%,?,1.2%,-6.0,-2.0
CC(C)n1c(N2CCN(C(=O)c3cccs3)CC2)nc2ccccc21,-19.2%,-20.2%,-21.5%,6.0%,-8.3,-2.6
CC(=O)Nc1cccc(-c2nnc(SCc3ccccc3C#N)n2C)c1,4.6%,?,?,-1.0%,-3.3,0.4
CCOc1ccc(NC(=O)COC(=O)c2cc(S(=O)(=O)N3CCCC3)ccc2C)cc1,-3.8%,?,-24.5%,nt,nt,nt
Cc1ccc(C)c(N2CCN(S(=O)(=O)c3ccc4c(c3)oc(=O)n4C)CC2)c1,7.1%,?,?,-4.4%,-5.1,-1.8
O=C1c2ccccc2C(=O)N1CCn1nc(Cl)nc1Cl,13.0%,17.7%,nt,1.0%,17.1,-2.4
NC(=S)NN=C(c1ccccc1)c1ccccc1,11.5%,?,?,?,2.2,-1.8
COc1ccc(NC(=O)NC(C)c2ccc3c(c2)OCO3)c(OC)c1 (stereo not drawn),11.0%,4.1%,25.1%,-8.9%,-6.1,-2.4
COc1ccc(N(CC(=O)N/N=C/c2ccc(N(C)C)cc2)S(=O)(=O)c2ccccc2)cc1,-8.4%,-15.3%,-18.6%,9.4%,-4.9,-3.6
CC(C(=O)NCC1(c2ccccc2)CCOCC1)N1CCOCC1 (stereo not drawn),4.8%[57.1 µM],37.2%,-13.8%,-24.9%,-14.0,10.8
O=C(N/N=C\C=C\c1ccc2c(c1)OCO2)c1cccnc1,-10.6%,8.5%,?,9.7%,78.0*,17.6*
Cc1cc(/C=C(\C#N)C(=O)Nc2ccccc2)c(C)n1-c1ccc2c(c1)OCO2,4.9%,11.7µM*,?,-15.5%,43.5*,41.1*
